Compound activity from PubChem BioAssay.
Phagocyt inh – inhibitors of macrophage phagocytosis, primary screen, imaging, J774A.1 cells, IgG beads | J774A.1 macrophage IgG-bead phagocytosis | inhibition, % at 5 µM | hit rate 0.07% among 110,000 | AID 1029, 2008;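 active means inhibition above the mean of the plate negative controls plus 5 SD, cut at about 13% in these data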;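 further: phagocytic index as fraction of beads internalized from green versus red external bead signal; plate controls were DMSO negative control for no effect and cytochalasin-D positive control for full effect; some results beyond the cut were filed as inactive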
Yeast growth inh – growth inhibitors of yeast BB579 in restrictive medium, primary screen, yeast lifespan-shortening project, S. cerevisiae; hit rate 0.51% among 140,000; OD615, 48 h; inhibition, % at 10 µM; AID 804, 2007;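 active means inhibition above a set limit, 3 SD over the mean compound inhibition, cut at about 44% in these data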; further: inactives centre near -24
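Test system: S. cerevisiae DeaD strain BB579 yeast; Medium: restrictive CSMM-D medium; Compound: one dose, 10 µM compound with 0.25% DMSO; Incubation: 4 h cell preincubation, 48 h compound exposure, 30 °C humidified; Signal: OD at 615 nm; Benchmarks: amphotericin B at 10 µg/mL as positive control.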
NPY-Y2 antag – NPY-Y2 receptor antagonists, primary screen, cell-based | inhibition, % at 2.7 µM | hit rate 0.99% among 140,000 | NPY-Y2 expressing cells, antagonist mode; in the data active means inhibition above about 17%;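 further: 0% = vehicle with agonist challenge and 100% = reference antagonist with challenge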
Target sequence (P49146 whole entry, looked up): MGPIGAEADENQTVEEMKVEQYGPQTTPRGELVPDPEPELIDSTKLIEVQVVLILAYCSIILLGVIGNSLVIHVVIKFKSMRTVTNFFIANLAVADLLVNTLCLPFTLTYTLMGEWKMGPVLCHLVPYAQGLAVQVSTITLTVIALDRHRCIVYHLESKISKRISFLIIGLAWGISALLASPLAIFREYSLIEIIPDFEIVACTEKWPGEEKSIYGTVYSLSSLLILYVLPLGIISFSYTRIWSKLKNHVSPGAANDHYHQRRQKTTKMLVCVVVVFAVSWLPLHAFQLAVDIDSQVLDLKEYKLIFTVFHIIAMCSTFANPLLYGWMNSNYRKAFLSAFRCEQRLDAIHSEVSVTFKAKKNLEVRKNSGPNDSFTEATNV
HCT116 bCat-KO – primary screen for growth suppressors in beta-catenin knockout HCT116 cells (colon tumor, human); hit rate 1.5% among 140,000; HCT116 beta-catenin knockout viability, CellTiter-Glo, 60 h; stronger effect = lower value; AID 818, 2007; viability, % at 10 µM;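 active means viability at or under a set limit, the compound median less 4 SD, cut at about 6% in these data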;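 further: 0% = Hyamine 1622 control at 20 µM and 100% = untreated cell control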
HCT116 PTEN-null – growth suppression of PTEN-null HCT116, primary screen, cell-based, CellTiter-Glo. HCT116 PTEN-null viability, 60 h; stronger effect = lower value. viability, % at 10 µM. hit rate 1.2% among 140,000. AID 827, 2007;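 active means viability at or below a set limit, 4 SD under the median of all tested compounds, cut at about 3.7% in these data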;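 further: PTEN knockout HCT116 line with beta catenin targeted HCT116 as companion control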
GALR2 antag – GALR2 antagonists in receptor-expressing cells, primary screen; antagonist mode; Galanin receptor type 2 (Homo sapiens), O43603; hit rate 0.39% among 140,000; inhibition, % at 4 µM; AID 828, 2007; in the data active means inhibition above about 27%;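 further: cells stimulated with galanin 1-16 at roughly its EC80; 0% = agonist challenge control and 100% = basal control without agonist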
Target sequence (O43603 whole entry, looked up): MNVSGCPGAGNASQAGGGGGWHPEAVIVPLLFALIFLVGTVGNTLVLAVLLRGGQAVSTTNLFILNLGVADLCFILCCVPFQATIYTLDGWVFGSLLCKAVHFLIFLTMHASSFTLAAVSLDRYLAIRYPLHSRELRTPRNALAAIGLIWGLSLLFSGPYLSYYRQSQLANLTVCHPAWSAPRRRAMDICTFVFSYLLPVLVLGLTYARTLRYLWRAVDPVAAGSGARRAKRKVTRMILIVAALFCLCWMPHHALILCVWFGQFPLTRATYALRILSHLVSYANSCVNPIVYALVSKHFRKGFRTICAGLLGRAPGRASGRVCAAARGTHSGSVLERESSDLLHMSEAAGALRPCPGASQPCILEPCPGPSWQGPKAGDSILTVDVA
Measles CPE – compounds protecting cells from measles virus cytopathic effect, primary screen, measles RdRp inhibitor project, single point, MLSMR library, absorbance; hit rate 1.5% among 140,000; Measles virus-infected cells, CPE protection; AID 841, 2007; protection (pct of control), % at 4 µM; in the data active means protection mostly above about 24%, no sharp cut-off; inactive means mostly below about 26%; further: some compounds called inactive have numbers as strong as hits
E-sel TNF inh – E-selectin induction blockers in HUVEC – imaging, immunofluorescence, high content, primary screen. HUVEC TNFa-induced E-selectin immunofluorescence. inhibition, % at 2 µM. AID 1246, 2008. hit rate 0.71% among 120,000;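 active means inhibition above the batch mean plus 3 SD, and confirmed as a hit on visual image review, cut at about 43% in these data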;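 further: 0% = TNF-stimulated DMSO wells and 100% = unstimulated control wells; not every result past the cut was called active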
MRP1 act – H69AR viability gain despite doxorubicin, primary screen, MRP-1 activator project, H69AR cells, CellTiter-Glo. viability rescue. viability increase, % at 10 µM. hit rate 0.61% among 140,000. AID 799, 2007;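 active means viability gain under doxorubicin at or above a set limit, the compound median plus 3 SD, cut at about 4.7% in these data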;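 further: MRP-1 overexpressing cells given doxorubicin 25 µM after compound pretreatment; 18-22 h compound pretreatment then 72 h with doxorubicin before readout; 0% = doxorubicin-only wells and 100% = vehicle-treated cells without doxorubicin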
Yeast life ext – compounds extending yeast replicative lifespan, primary screen, S. cerevisiae, OD615; S. cerevisiae growth with nicotinamide; deaD strain in restrictive glucose medium; inhibition of the nicotinamide effect, % at 10 µM; hit rate 0.68% among 130,000; AID 775, 2007;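 active means inhibition above a set limit, placed 3 SD over the median of all compounds, cut at about 26% in these data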;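 further: 0% = nicotinamide-treated wells and 100% = cells grown without nicotinamide; some compounds called inactive have numbers as strong as hits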
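Assay system: engineered S. cerevisiae DeaD replicative-lifespan strain, galactose-grown log-phase cells; Buffer or medium: CSMM-D glucose medium, restrictive; Probe or stimulus: nicotinamide 1.5 mM; Compound: single dose 10 µM compound, 0.25% DMSO; Schedule: 4 h preincubation then 48 h treatment at 30 °C; Technique: OD615 measurement.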
Active calls of the source: *; x = not tested or not shown.

SMILES | Phagocyt inh | Yeast growth inh | NPY-Y2 antag | HCT116 bCat-KO | HCT116 PTEN-null | GALR2 antag | Measles CPE | E-sel TNF inh | MRP1 act | Yeast life ext
CN(Cc1ccccc1)C(=O)C1CCCN(Cc2ccc(Cl)cc2)C1 (stereo unspecified) | -5 | -12 | 8 | 61 | 66 | 5 | 10 | -5 | -3.0 | -24
CCN(CC)CCOC(=O)c1ccc(NC(=O)CCNC(=O)Cn2ccc3ccccc3c2=O)cc1 | -2 | -32 | 3 | 87 | 94 | 0 | 12 | -16 | -0.7 | -26
Cc1cccc(NC(=O)c2cn(-c3ccccc3)nc2-c2ccccc2)c1 | -10 | -3 | 4 | 87 | 82 | 8 | 7 | x | -0.3 | 13
Cc1ccc2ncc(NC(=O)c3ccc(F)cc3)c(=O)n2c1 | -1 | 14 | 1 | 108 | 86 | -8 | 17 | 10 | 3.5 | -11
CCc1ccc(N/C(SCc2ccccc2C)=C(/C#N)C(=O)NCc2ccco2)cc1 | x | -39 | 1 | 71 | 75 | -9 | 9 | x | -2.9 | -20
Cc1[nH]nc2c1C(=O)CC(C)(C)C2 | 0 | 16 | 1 | 97 | 98 | -2 | 4 | 7 | -1.6 | -2
CC1CCCN(S(=O)(=O)c2ccc(S(=O)(=O)NC(C)c3cccs3)cc2)C1 (stereo unspecified) | 0 | -13 | 0 | 55 | 56 | -9 | 36 | -8 | -3.5 | -22
CCOC(=O)c1c(C)c(C(=O)NCCN2CCOCC2)c(C)n1C | x | -7 | 3 | 91 | 101 | -1 | 20 | -31 | -0.9 | -2
COC(=O)C1=C(C)Nc2c(c(=O)n(C)c(=O)n2C)C1c1ccc(Cl)cc1 (stereo unspecified) | -3 | -28 | 1 | 91 | 77 | 7 | 9 | x | -2.1 | 2
O=C(Nc1ccc(Oc2cccnc2)cc1)c1ccccc1F | x | -46 | 1 | 89 | 93 | 10 | 9 | 8 | 0.2 | -26
Cc1ccc(N=Nc2c(N)[nH]n3c(=O)cc(-c4ccccc4)nc23)cc1 | x | -55 | 0 | 7 | 13 | 2 | 38 | 1 | 6.0* | 3
COC(=O)c1ccc(COc2ncnc3c(Cl)cc(Cl)cc23)o1 | -1 | -66 | 4 | 101 | 97 | -4 | 12 | 8 | -1.2 | -1
Cc1cc(C)n(C(CC(=O)N2CCc3ccccc3C2)C(=O)O)n1 (stereo unspecified) | -1 | -47 | 2 | 95 | 94 | -14 | 8 | 6 | -0.8 | -8
COc1ccc(C(=O)NC(=S)Nc2ccc3oc(=O)ccc3c2)cc1OC | -5 | -21 | 2 | 103 | 103 | 4 | 3 | x | -2.3 | -3
COCCNS(=O)(=O)c1ccc(F)c(OC)c1 | 0 | -44 | 0 | 94 | 89 | -3 | 3 | 1 | 0.6 | 3
CC(C)Cc1nc2oc3c(=O)[nH]cnc3c2c2c1CCCC2 | -4 | -44 | 1 | 97 | 94 | 9 | 2 | -14 | -2.9 | 0
N#Cc1ccsc1NC(=O)CSc1nnc(-c2ccccc2)o1 | 0 | -23 | 2 | 87 | 94 | -1 | 1 | 7 | -2.1 | -7
CCOc1ccc2ncc(S(=O)(=O)c3ccccc3)c(N3CCC4(CC3)OCCO4)c2c1 | 6 | -22 | 11 | 68 | 66 | 0 | 11 | x | -3.6 | -2
Cc1nn(Cc2c(F)c(F)c(F)c(F)c2F)c(C)c1NC(=O)c1ccc(COc2ccc(F)cc2)o1 | x | -38 | 7 | 63 | 60 | -2 | 2 | 1 | 6.7* | -20
CN(C(=O)COC(=O)c1cc(NS(=O)(=O)c2cc([N+](=O)[O-])ccc2Cl)ccc1O)C1CCCCC1 | -4 | -50 | 0 | 76 | 78 | 5 | 5 | x | -0.3 | 4
O=C(Nc1ccccc1)N1CC=C(c2ccccc2)CC1 | -2 | -9 | 6 | 94 | 111 | -9 | 6 | 4 | -0.2 | -11
CC(=O)N1C(=O)c2cccc3cccc(c23)C(=O)N1C(C)=O | 0 | -24 | 1 | 88 | 101 | 10 | 54* | -23 | -0.4 | -17
COc1ccc(-c2cc(C(F)(F)F)nc(S(C)(=O)=O)n2)cc1 | -2 | -35 | 9 | 98 | 98 | 11 | 3 | -60 | 0.8 | 85*
O=C(Cc1ccc2c(c1)CCCC2)Nc1ccccc1Cl | -1 | -18 | 1 | 67 | 75 | -7 | 5 | -17 | 0.8 | -16
COc1ccc(OC(C)C(=O)N2CCN(c3ccccn3)CC2)cc1 (stereo unspecified) | -4 | -50 | 3 | 105 | 94 | 2 | 11 | -6 | -1.6 | -8
COc1cc(/C=N/N(C)c2ccccc2)cc(Cl)c1O | -3 | 100* | -7 | 61 | 64 | 16 | 4 | -8 | -4.1 | -13
Cc1cccc(Cn2c(=O)n(Cc3ccco3)c(=O)c3ccccc32)c1 | -1 | -57 | 4 | 91 | 95 | 1 | 17 | -16 | 0.1 | -5
C=CCn1c(CSc2nc3ccccc3s2)n[nH]c1=S | 0 | -41 | 2 | 86 | 82 | 0 | 6 | -18 | -2.6 | -19
Cc1nc2ccc(Nc3nc4cc(S(=O)(=O)N5CCOCC5)ccc4o3)cc2s1 | 0 | -71 | 0 | 76 | 84 | -1 | 7 | -5 | -1.8 | -8
O=C(CSc1nc2ccccc2c(=O)n1Cc1ccco1)c1ccc(F)cc1 | 0 | -60 | 5 | 83 | 77 | -1 | x | -22 | -0.2 | -6
c1ccc(-c2cn3cccnc3n2)cc1 | 2 | -4 | 3 | 85 | 87 | 0 | 7 | -21 | 0.0 | -17
COc1ccc2c(c1)-c1c(ssc1=S)C(C)(C)N2 | x | -37 | -3 | 86 | 88 | 3 | 9 | -17 | -0.8 | x
Cc1ccc(S(=O)(=O)N(c2nc(NC(C)C)nc(NC(C)C)n2)n2cnnc2)cc1 | -9 | -15 | 2 | 83 | 81 | -6 | 17 | 4 | -2.5 | -2
O=C(Nc1ccccc1C(F)(F)F)C1CC(=O)N(c2ccccc2F)C1 (stereo unspecified) | 1 | -7 | 3 | 103 | 109 | 13 | 13 | -16 | 0.4 | -11
COc1cc(-c2nc3n(n2)C(c2ccncc2)C(C(N)=O)=C(C)N3)cc(OC)c1OC (stereo unspecified) | -4 | -37 | -1 | 93 | 86 | 7 | 4 | -21 | -1.8 | -13
COC(=O)Nc1ccccc1C(=O)N1CCC(O)(c2ccc(Cl)cc2)CC1 | -3 | -13 | -1 | 95 | 92 | 3 | 9 | x | 0.3 | -1
Cc1nc2ccc(NC(=O)N3CCCCC3)cc2nc1C | x | -36 | 0 | 90 | 100 | -3 | 19 | -28 | -0.1 | x
CS(=O)(=O)N1CCN(c2ccc(NC(=O)CSc3ccc(Cl)cc3)cc2)CC1 | -1 | -56 | 0 | 99 | 113 | 0 | 17 | x | -3.4 | -4
CC1CCCCC1NC(=O)C1CCN(C(=O)c2sccc2-n2cccc2)CC1 (stereo unspecified) | 0 | 7 | -2 | 92 | 93 | -4 | 14 | -21 | -2.5 | -6
O=C(Cn1ccc(C(F)(F)F)n1)N/N=C/c1ccc2c(c1)OCO2 | -4 | 10 | 3 | 91 | 87 | -1 | 9 | 9 | 0.0 | 5
O=C(Nc1nccs1)c1ccc(Br)o1 | x | -34 | 1 | 94 | 106 | -2 | 26 | 1 | -2.4 | -7
CCCn1c(SCC(=O)NCCc2ccccc2)nnc1-c1cccnc1 | -1 | 26 | -3 | 92 | 93 | -5 | 3 | -10 | -2.7 | -4
CCOCCCNS(=O)(=O)c1ccc2c(c1)oc(=O)n2CC(=O)OCC | 0 | -37 | 0 | 99 | 98 | 4 | 6 | 12 | -1.2 | -8
C=CCn1cnc2scc(-c3ccccc3)c2c1=O | x | -49 | 3 | 89 | 93 | 7 | 2 | -8 | -1.0 | -11
COc1cc(C(=O)Oc2ccccc2/C=N/NC(=O)c2ccc(Cl)cc2)cc(OC)c1OC | x | -29 | 8 | 7 | 6 | 14 | 5 | 46 | -2.1 | -5
CC1(C)CC(=O)CC(C)(C)N1OC(=O)c1ccccn1 | 0 | -25 | 1 | 103 | 97 | 7 | 11 | -60 | 1.2 | -13
O=C(Nc1ccccc1Cl)c1ccccc1S(=O)(=O)c1ccccc1[N+](=O)[O-] | -6 | -8 | 3 | 92 | 111 | 14 | 3 | x | 1.8 | -5
NC(=O)c1oc2ccccc2c1NC(=O)c1ccco1 | 0 | -15 | 2 | 84 | 92 | 10 | 1 | 26 | -4.1 | -6
COCCCNC(=O)c1c(N)n(/N=C/c2cccnc2)c2nc3ccccc3nc12 | -4 | -36 | 4 | 82 | 81 | 6 | 8 | -2 | 1.5 | -19
CCOc1cc(/C=C2/C(=N)N3OC(C)=CC3=NC2=O)ccc1OCCOc1ccccc1 | -1 | -24 | 1 | 89 | 99 | -5 | 1 | 0 | -2.9 | -4
CC1CCC/C(=C\Nc2ccc(O)cc2)C1=O (stereo unspecified) | 0 | -23 | 0 | 97 | 84 | 3 | 3 | x | -0.9 | -21
COCCNC(=O)C(c1ccccc1)N(CCOC)C(=O)Cn1nnc2ccccc21 (stereo unspecified) | 0 | -24 | 0 | 95 | 100 | -17 | 12 | x | -2.7 | -2
Cc1ccc(S(=O)(=O)N2CCN(C(=O)CC3CCCC3)CC2)cc1 | -1 | -11 | 0 | 83 | 92 | -27 | 3 | x | -0.9 | 6
CCOC(=O)C1=C(c2ccccc2)N(C)C(=O)NC1c1ccc(OC(F)F)c(OC)c1 (stereo unspecified) | 1 | -75 | 2 | 87 | 88 | -2 | 12 | 13 | -1.2 | 1
COc1cc(C)nc(N(C)C(C)=O)n1 | -4 | -32 | 2 | 91 | 84 | 8 | 6 | -10 | -1.3 | 17
Cc1ccc(Cc2cnc(NC(=O)c3cccs3)s2)cc1 | x | -47 | 7 | 37 | 28 | 1 | 15 | -11 | -3.3 | -18
COc1cccc(-c2nc(CS(=O)(=O)CC(=O)NCCC(C)C)c(C)o2)c1 | x | -23 | 6 | 92 | 93 | 8 | 8 | x | -1.0 | -2

A second format for part of the listing above.
| Structure | Phagocyt inh | Yeast growth inh | NPY-Y2 antag | HCT116 bCat-KO | HCT116 PTEN-null | GALR2 antag | Measles CPE | E-sel TNF inh | MRP1 act | Yeast life ext |
| --- | --- | --- | --- | --- | --- | --- | --- | --- | --- | --- |
| CCc1ccc(N/C(SCc2ccccc2C)=C(/C#N)C(=O)NCc2ccco2)cc1 | x | -39 | 1 | 71 | 75 | -9 | 9 | x | -2.9 | -20 |
| Cc1[nH]nc2c1C(=O)CC(C)(C)C2 | 0 | 16 | 1 | 97 | 98 | -2 | 4 | 7 | -1.6 | -2 |
